Compound activity as filed in PubChem.
ROMK mod – modulates human ROMK potassium channel activity; Tet-inducible ROMK, thallium flux fluorescence; actives lie on both sides; B-score at 10 µM; 2% of 130,000 active;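 active = signal ratio slope over the read window, or its plate-corrected B-score, at least 3 SD from the plate mean, either direction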;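 also: B-score of the F/F0 ratio slope over 7 to 12 s after thallium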
Target sequence (P48048 whole entry, looked up): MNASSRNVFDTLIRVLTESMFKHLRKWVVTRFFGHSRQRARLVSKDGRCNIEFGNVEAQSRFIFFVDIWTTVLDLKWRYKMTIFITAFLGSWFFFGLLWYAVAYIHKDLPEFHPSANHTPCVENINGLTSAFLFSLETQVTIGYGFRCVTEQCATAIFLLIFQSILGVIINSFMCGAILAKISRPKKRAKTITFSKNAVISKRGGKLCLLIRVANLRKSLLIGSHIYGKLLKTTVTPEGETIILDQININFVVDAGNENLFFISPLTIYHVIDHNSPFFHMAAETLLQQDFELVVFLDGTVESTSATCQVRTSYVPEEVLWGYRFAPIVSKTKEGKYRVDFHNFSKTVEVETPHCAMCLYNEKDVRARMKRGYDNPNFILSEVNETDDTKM
PPARg SRC1 recr – PPARgamma-driven SRC-1 recruitment agonism; PPARgamma-SRC-1 coactivator recruitment biochemical assay; 0.41% of 200,000 active; P37231; AID 631; activation, % at 8 µM; in the data active = activation above about 19%;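 also: 0% = DMSO and 100% = reference agonist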
Target sequence (P37231 whole entry, looked up): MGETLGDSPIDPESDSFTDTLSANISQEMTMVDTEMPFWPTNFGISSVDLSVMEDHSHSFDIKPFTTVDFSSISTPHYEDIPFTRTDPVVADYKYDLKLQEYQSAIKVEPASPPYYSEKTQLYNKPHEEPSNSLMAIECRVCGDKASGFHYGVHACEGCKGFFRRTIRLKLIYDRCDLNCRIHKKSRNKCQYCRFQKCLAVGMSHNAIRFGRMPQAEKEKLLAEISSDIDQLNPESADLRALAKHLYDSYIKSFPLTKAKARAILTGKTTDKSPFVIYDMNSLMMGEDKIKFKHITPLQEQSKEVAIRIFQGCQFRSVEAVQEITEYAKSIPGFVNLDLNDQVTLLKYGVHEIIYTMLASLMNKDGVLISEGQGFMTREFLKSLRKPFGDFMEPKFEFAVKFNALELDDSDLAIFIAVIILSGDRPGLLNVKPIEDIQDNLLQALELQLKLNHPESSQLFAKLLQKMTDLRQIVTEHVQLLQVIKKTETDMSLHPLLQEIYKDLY
S1P3 antagonist – S1P3 (human) receptor antagonism; 0.27% of 170,000 active; inhibition, % at 4.98 µM; Q99500; CHO S1P3 NFAT-BLA reporter, FRET fluorescence, antagonist mode;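 active = inhibition above the plate cutoff, the mean inhibition of test wells on that plate plus 3 SD, cut at about 28% in these data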;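 also: cells challenged with S1P at its EC80 of 0.8 µM; blue over green emission ratio from cleaved BLA substrate after 4 h stimulation; 0% = S1P-stimulated wells and 100% = unstimulated DMSO-only wells; some compounds past the cut are filed as inactive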
PPARg SRC3 recr – PPARgamma-driven SRC-3 recruitment agonism. P37231. biochemical PPARgamma/SRC-3 coactivator recruitment assay. activation, % at 8 µM. 0.26% of 200,000 active. AID 731; in the data active = activation above about 23%;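 also: 0% = DMSO and 100% = reference agonist; some compounds past the cut are filed as inactive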
STAT3 blocker – reduces IL-6 driven STAT3 reporter signal; 0.89% of 190,000 active; inhibition, % at 5.5 µM; U3A cells, IL-6 STAT3-luciferase reporter, luminescence; host cell line lacks STAT1;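 active = inhibition above the mean inhibition across all screened compounds plus 3 SD, cut at about 44% in these data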;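 also: 0% = DMSO only wells and 100% = 100 µM nifuroxazide control wells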
STAT1 blocker – reduces IFN-gamma driven STAT1 reporter signal; NIH 3T3 STAT1-luciferase reporter, luminescence; inhibition, % at 5.5 µM; 0.35% of 200,000 active;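 active = inhibition above a set limit, the mean inhibition across all tested compounds plus 3 SD, cut at about 34% in these data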;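 also: 0% = IFN-gamma with DMSO and 100% = IFN-gamma with 300 µM nifuroxazide; values of inactives mirror those of a sister screen read the other way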
TLR4-MyD88 BLA – blocks binding of human TLR4 to MyD88; 0.18% of 200,000 active; HeLa CL3-4 TLR4/MyD88 BLA complementation, FRET ratio; O00206+Q99836; inhibition, % at 8.4 µM; in the data active = inhibition above about 25%;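 also: 0% = vehicle and 100% = reference inhibitor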
STAT3 activator – STAT3 signaling activation; U3A cells, IL-6 STAT3-luciferase reporter, luminescence; 100% = signal with IL-6 EC80 alone; activation (% of control), % at 5.6 µM; 0.91% of 190,000 active;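 active = activation above the screen-wide mean of compound activation plus 3 SD, cut at about 130% in these data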;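 also: 0% = background luminescence of wells with medium and substrate only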
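System – human U3A cells carrying STAT3-luciferase construct · Probe or stimulus – Interleukin-6, 33 ng/mL · Schedule – compound 1 h, then IL-6 6 h at 37 °C · Signal – luminescence from STAT3-driven luciferase reporter · Evaluation – percent of IL-6-only median luminescence · Benchmarks – IL-6-only high control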
TR-FRET SRC-2 ct – counter-screen for PPARgamma SRC-2 recruitment agonists: TR-FRET artefact; active compounds read high; TR-FRET ratio at 8 µM; 0.4% of 200,000 active; AID 1049; in the data active = TR-FRET ratio above about 2000; also: inactives centre near 1500
RAM inhibit – inhibitors of the yeast RAM network | 1.8% of 190,000 active | inhibition, % at 50 µM | S. cerevisiae dse1pr::URA3 reporter, 5-FOA growth OD615, 2 d; analog-sensitive cbk1-as2 kinase mutant strain;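 active = inhibition above a set limit, 3 SD over mean compound inhibition, cut at about 8.4% in these data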;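 also: 0% = DMSO-only wells with no growth and 100% = 10 µM 1-NA-PP1 full growth; inhibition rescues growth on 5-FOA so higher OD means more RAM inhibition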
PPARg SRC-2 ag – promotes SRC-2 coactivator recruitment by human PPARgamma; P37231; PPARgamma LBD-SRC-2 recruitment, biochemical; activation, % at 8 µM; 0.34% of 200,000 active; in the data active = activation above about 22%;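 also: 0% = vehicle and 100% = reference agonist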
* hit, by the source's call; nt = no result given.

SMILES	ROMK mod	PPARg SRC1 recr	S1P3 antagonist	PPARg SRC3 recr	STAT3 blocker	STAT1 blocker	TLR4-MyD88 BLA	STAT3 activator	TR-FRET SRC-2 ct	RAM inhibit	PPARg SRC-2 ag
C[C@@H](O)C1NC(=O)[C@H](CCCCN)NC(=O)c2cc([N+](=O)[O-])cc(F)c2NCCCC[C@@H](C(N)=O)NC1=O (stereo partly drawn)	1.3	1	-6	1	6	9	8	93	1468	0.7	6
Cn1cc(SCC(=O)O)c2ccccc21	1.7	-2	nt	4	-8	6	2	110	1588	-0.8	-4
O=C(CNC(=O)c1ccc(Cl)cc1Cl)OCc1nc2ccccc2s1	-0.87	0	7	-4	-15	-6	15	114	1577	4.8	6
O=C(Cc1ccc([N+](=O)[O-])cc1)NCc1ccc2c(c1)OCO2	nt	0	7	-6	-9	-1	-14	110	1431	0.7	-5
CC(NC(=O)c1cccs1)C(c1cccs1)N1CCN(c2ccccc2)CC1 (stereo not drawn)	-1.2	-5	12	11	2	4	0	101	1540	-0.2	10
C=C(C)Cn1c(-c2ccc(OC)cc2)nc2ccccc21	-0.48	0	nt	0	4	5	-3	100	1414	1.2	4
Cc1cnc(NC(=O)c2cc3c(s2)CCCC3)s1	0.97	2	nt	-2	74*	42*	-13	38	1457	-0.6	-3
CC(C)(C)c1ccc(CN2N=C(/C=C/c3ccccc3)CCC2=O)cc1	nt	1	2	0	-4	-2	14	106	1572	9.8*	1
O=C(CCCN1C(=O)c2ccccc2C1=O)N1CCCCC1	nt	8	nt	-6	5	-2	-8	97	1853	-0.4	1
Cc1ccc(NC(=S)NCCC2=CCCCC2)cc1	-0.76	-3	-5	1	-4	-33	17	109	1788	1.8	-2
O=[N+]([O-])c1cc(Br)cc(/C=N/n2cnnc2)c1O	-0.071	11	-17	0	-12	2	5	111	1782	-1.5	10
COc1ccc(CC(=O)Nc2ccc(-c3noc(-c4ccc(Cl)cc4)n3)cc2)cc1	nt	7	nt	-11	16	-5	9	89	1389	3.6	-2
O=C(CCN1C(=O)c2ccccc2C1=O)C1=NN[C@@H]2C(=O)N(c3cccc(Cl)c3)C(=O)[C@H]12	-0.031	-4	-3	-1	9	-3	1	92	1810	2.3	13
Cn1c(NC(=O)C2CCCC2)cc(=O)n(C)c1=O	nt	7	6	11	0	-3	-9	105	1699	0.9	9
CCOC(=O)c1sc(/N=C/N(C)C)c(C(=O)OCC)c1C	nt	3	29	1	19	-2	-16	91	1429	8.2	3
CC(=O)/C(N=Nc1ccc(SC(F)F)cc1)=C(\C)O	-0.22	-5	2	3	12	-22	-8	93	1434	2.7	4
CCCn1c(-c2ccc(F)cc2)n[nH]c1=S	nt	9	2	9	8	4	6	97	1681	3.1	10
Oc1[nH]c2ccccc2c1N=Nc1nc2ccccc2s1	0.37	4	nt	6	-9	-60	1	106	1408	3.4	1
COc1ccccc1OCC(=O)OC/C(O)=C(\C#N)c1nc2ccccc2[nH]1	nt	-5	-5	-3	-7	11	1	106	1484	1.9	-3
CCOC(=O)c1ccc(N2C(=O)CC(NC3CCN(C(=O)c4cccc(Cl)c4)CC3)C2=O)cc1 (stereo not drawn)	0.01	-1	5	9	3	1	8	101	1483	2.4	13
COc1cc(OC)c(C(=O)NCC2CCCO2)cc1OC (stereo not drawn)	0.91	6	-3	3	-3	-4	-1	104	1568	-1.2	0
O=c1ccc(=O)n2n1CC(O)C2	nt	1	17	-1	2	-2	2	103	1466	-0.3	-2
Cn1c(SCc2ccccc2)nc2ccsc2c1=O	-1.2	-5	-2	1	40	16	1	68	1403	1.8	3
COCCn1c(C)cc(C(=O)COC(=O)c2ccc3c(c2)NC(=O)CS3)c1C	-1.8	6	-12	6	0	-26	-6	98	1759	1.5	6
COC(=O)Cc1ccc2oc(-c3cccnc3)nc2c1	-0.13	0	-9	1	18	-30	-1	88	1561	1.8	1
Cn1c(SCC(=O)N2CCN(c3ccccc3)CC2)nnc1-c1c[nH]c2ccccc12	nt	1	13	7	42	7	-8	71	1577	1.8	0
Nc1cnn(C2CCCO2)c(=O)n1 (stereo not drawn)	0.65	7	-10	-5	-11	-2	2	112	1404	1.1	2
CCOc1cc(NC(=S)NCCCN(C)C)c(OCC)cc1NC(=O)C1CC1	0.49	3	-7	2	3	-1	-7	99	1588	3.5	8
Cc1cccc(C(=O)OCC(=O)Nc2ccc(N3CCCCC3)cc2)c1O	0.55	2	nt	8	-2	4	-7	103	1686	1.3	11
O=C(NCCCN1CCOCC1)c1cc(-c2ccc(Br)cc2)on1	nt	-1	6	13	12	7	-3	93	1671	-0.3	-3
Cc1ccc2c(C)c(C(=O)N(Cc3cccs3)C3CCS(=O)(=O)C3)oc2c1 (stereo not drawn)	-0.96	0	nt	-9	6	-5	0	99	1222	1.5	-1
CSc1nsc(SCc2cnc(C)nc2N)n1	nt	2	-2	7	-7	-6	1	107	1399	2.0	13
CCOc1ccccc1-n1c(SCC(N)=O)nc2ccccc2c1=O	-0.016	4	-17	9	9	2	-7	98	1713	2.7	9
CNc1nc(N)c([N+](=O)[O-])c(NCc2ccccc2)n1	-0.019	-4	-4	-1	-9	-11	-20	108	1683	4.0	2
O=C(O)C1CCCCC1C(=O)Nc1nccs1 (stereo not drawn)	0.21	-1	-7	11	19	6	12	90	1490	0.3	2
S=C(Nc1ccccc1)N(Cc1ccccc1)Cc1ccncc1	0.014	-4	-3	-4	2	-2	-13	103	1537	-1.5	-3
CCc1nnc(NC(=O)CSc2nnnn2-c2cccc(C(C)=O)c2)s1	0.14	-10	-10	-2	6	9	-9	98	1254	4.4	-6
Cn1c(CSCc2ccc(Cl)cc2)n[nH]c1=S	-0.16	10	-18	2	11	3	8	97	1577	1.3	3
COc1cc(/C(C)=N/Nc2ccc(C(=O)O)cc2)cc(OC)c1OC	1.6	-2	5	6	-7	5	-8	104	1609	2.2	-1
CC1=C(C(=O)NCCCOC(C)C)C2(CCC(C)CC2)OC1=O (stereo not drawn)	nt	0	3	4	-6	2	-6	105	1395	1.7	-1
Cc1cc(C)c2nc(N3CCC(C(=O)N4CCCC4)CC3)sc2c1	-1.6	9	-3	-18	6	0	-6	100	1400	-0.8	-3
OC[C@H]1O[C@@H](Oc2cc(O)cc(/C=C/c3ccc(O)cc3)c2)[C@H](O)[C@@H](O)[C@@H]1O	nt	4	-21	10	nt	nt	nt	nt	1563	nt	8
CS(=O)(=O)N1CCN(c2ccc([N+](=O)[O-])c(SCc3ccco3)c2)CC1	0.83	9	7	3	-13	-3	0	115	1605	3.0	9
COc1ccc(-c2nc(NC(=O)c3ccc(OCC(=O)N4CCOCC4)c(OC)c3)sc2C)cc1	0.1	-6	5	3	-4	2	-21	101	1387	9.0*	-5
CCCC(=O)Nc1nnc(-c2ccc3c(c2)OCCO3)o1	-0.91	14	0	5	14	-5	1	96	1680	0.7	3

12 of the compounds above, comma-delimited.
Compound,ROMK mod,PPARg SRC1 recr,S1P3 antagonist,PPARg SRC3 recr,STAT3 blocker,STAT1 blocker,TLR4-MyD88 BLA,STAT3 activator,TR-FRET SRC-2 ct,RAM inhibit,PPARg SRC-2 ag
CNc1nc(N)c([N+](=O)[O-])c(NCc2ccccc2)n1,-0.019,-4,-4,-1,-9,-11,-20,108,1683,4.0,2
O=C(O)C1CCCCC1C(=O)Nc1nccs1 (stereo not drawn),0.21,-1,-7,11,19,6,12,90,1490,0.3,2
S=C(Nc1ccccc1)N(Cc1ccccc1)Cc1ccncc1,0.014,-4,-3,-4,2,-2,-13,103,1537,-1.5,-3
CCc1nnc(NC(=O)CSc2nnnn2-c2cccc(C(C)=O)c2)s1,0.14,-10,-10,-2,6,9,-9,98,1254,4.4,-6
Cn1c(CSCc2ccc(Cl)cc2)n[nH]c1=S,-0.16,10,-18,2,11,3,8,97,1577,1.3,3
COc1cc(/C(C)=N/Nc2ccc(C(=O)O)cc2)cc(OC)c1OC,1.6,-2,5,6,-7,5,-8,104,1609,2.2,-1
CC1=C(C(=O)NCCCOC(C)C)C2(CCC(C)CC2)OC1=O (stereo not drawn),nt,0,3,4,-6,2,-6,105,1395,1.7,-1
Cc1cc(C)c2nc(N3CCC(C(=O)N4CCCC4)CC3)sc2c1,-1.6,9,-3,-18,6,0,-6,100,1400,-0.8,-3
OC[C@H]1O[C@@H](Oc2cc(O)cc(/C=C/c3ccc(O)cc3)c2)[C@H](O)[C@@H](O)[C@@H]1O,nt,4,-21,10,nt,nt,nt,nt,1563,nt,8
CS(=O)(=O)N1CCN(c2ccc([N+](=O)[O-])c(SCc3ccco3)c2)CC1,0.83,9,7,3,-13,-3,0,115,1605,3.0,9
COc1ccc(-c2nc(NC(=O)c3ccc(OCC(=O)N4CCOCC4)c(OC)c3)sc2C)cc1,0.1,-6,5,3,-4,2,-21,101,1387,9.0*,-5
CCCC(=O)Nc1nnc(-c2ccc3c(c2)OCCO3)o1,-0.91,14,0,5,14,-5,1,96,1680,0.7,3

(cont.)
SMILES	ROMK mod	PPARg SRC1 recr	S1P3 antagonist	PPARg SRC3 recr	STAT3 blocker	STAT1 blocker	TLR4-MyD88 BLA	STAT3 activator	TR-FRET SRC-2 ct	RAM inhibit	PPARg SRC-2 ag
COc1ccc(CSCC(=O)NCCC(C)C)cc1	1	9	-11	8	9	-1	-16	97	1568	3.2	8
CCCCCn1c(C(Cc2ccccc2)NC(=O)COC)nc2ccccc21 (stereo not drawn)	nt	1	nt	-3	12	-2	3	97	1381	0.8	5
Clc1cccc(OCCn2cncn2)c1Cl	-0.18	0	nt	2	4	3	-1	99	1598	-1.3	4
CCN(CC)CCCn1c(=S)[nH]c2ccccc2c1=O	nt	-3	10	-9	7	3	16	98	1366	-0.4	-5
O=C(O)c1ccc(S(=O)(=O)c2ccc(Sc3ccc(C(=O)O)c(C(=O)O)c3)cc2)cc1	0.054	8	5	-1	9	-6	-2	96	1838	3.7	8
CCC(=O)N1CCc2cc(S(=O)(=O)NC(Cc3ccccc3)C(=O)NC3CCCC3)ccc21 (stereo not drawn)	nt	-2	31	-5	-4	3	-8	106	1695	2.1	0
Cc1cc(C(F)(F)F)nn1CC(=O)NNC(=S)Nc1ccc(Cl)cc1	nt	12	nt	16	13	3	-6	97	1712	0.9	5

Hits appear at their usual frequency. Share with any hit: about 5.6%.
